Source: PubChem (several laboratories)
Runt-CBFb FRET: blocks binding of human RUNX1 Runt domain to CBFb. 0.46% of 220,000 active. inhibition, % at 20 µM. Cerulean-Runt/Venus-CBFb FRET ratio 530/480, 1 h. Q01196+Q13951;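 active = inhibition over about 50% at 20 µM in the single-dose screen, limit read from the data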;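 note: 0% = DMSO wells and 100% = excess unlabeled CBFb competitor control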
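test system = Cerulean-tagged RUNX1 Runt domain (FRET donor) fusion protein | reagent = Venus-CBFb binding partner, 100 nM | incubation = protein complex preformed 1 h, compound exposure 1 h, room temperature, dark | detection = FRET fluorescence | read-out basis = loss of energy transfer signal | controls = 5 µM unlabeled CBFb as full-inhibition high control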
NPY2 pot ag: potentiators or agonists of human neuropeptide Y receptor Y2; P49146; cells expressing NPY-Y2, potentiator/agonist read-out; activation, % at 3.6 µM; 0.45% of 220,000 active; AID 1359; in the data active = activation above about 27%;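 note: cells stimulated with NPY near EC25 plus isoproterenol at EC100; 0% = vehicle plus submaximal agonist and 100% = vehicle plus saturating agonist; some results beyond the cut were filed as inactive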
Target sequence (P49146 whole entry, looked up): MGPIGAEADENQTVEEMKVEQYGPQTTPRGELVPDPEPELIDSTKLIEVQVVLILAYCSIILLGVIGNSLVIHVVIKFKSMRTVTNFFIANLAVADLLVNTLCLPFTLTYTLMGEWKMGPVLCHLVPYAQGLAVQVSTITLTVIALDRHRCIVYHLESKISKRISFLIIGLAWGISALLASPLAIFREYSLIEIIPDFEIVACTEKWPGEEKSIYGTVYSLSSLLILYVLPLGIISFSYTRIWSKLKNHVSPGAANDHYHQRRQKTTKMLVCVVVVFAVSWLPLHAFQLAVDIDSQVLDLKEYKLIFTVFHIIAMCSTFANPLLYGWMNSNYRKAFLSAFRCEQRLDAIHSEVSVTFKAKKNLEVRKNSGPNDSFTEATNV
S1P4 antag: antagonists of human S1P4 receptor | O95977 | inhibition, % at 4.98 µM | 0.26% of 220,000 active | AID 1510 | S1P4-expressing cells, antagonist mode, reporter read-out; in the data active = inhibition above about 29%;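 note: 0% = wells stimulated with agonist and 100% = vehicle wells without agonist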
Target sequence (O95977 whole entry, looked up): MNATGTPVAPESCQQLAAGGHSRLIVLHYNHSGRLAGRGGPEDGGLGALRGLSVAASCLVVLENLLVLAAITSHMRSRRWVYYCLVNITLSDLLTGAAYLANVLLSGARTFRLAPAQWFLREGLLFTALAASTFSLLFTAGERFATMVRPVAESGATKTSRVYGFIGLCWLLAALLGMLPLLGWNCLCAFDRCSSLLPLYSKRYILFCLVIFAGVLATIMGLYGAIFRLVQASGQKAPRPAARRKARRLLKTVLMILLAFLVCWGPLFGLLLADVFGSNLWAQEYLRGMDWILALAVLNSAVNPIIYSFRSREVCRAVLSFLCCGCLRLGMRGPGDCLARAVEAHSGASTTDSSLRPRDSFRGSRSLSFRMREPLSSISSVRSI
RBBP9 inhibitor: inhibitors of human serine hydrolase RBBP9; O75884; recombinant RBBP9, FP-Rh probe fluorescence polarization; inhibition, % at 7.94 µM; 0.2% of 220,000 active; AID 1515;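 active = inhibition above the campaign mean of all tested compounds plus 3 SD, cut at about 14% in these data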;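 note: plate controls were DMSO wells with RBBP9 for no effect and wells lacking RBBP9 protein for full effect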
Target sequence (O75884 whole entry, looked up): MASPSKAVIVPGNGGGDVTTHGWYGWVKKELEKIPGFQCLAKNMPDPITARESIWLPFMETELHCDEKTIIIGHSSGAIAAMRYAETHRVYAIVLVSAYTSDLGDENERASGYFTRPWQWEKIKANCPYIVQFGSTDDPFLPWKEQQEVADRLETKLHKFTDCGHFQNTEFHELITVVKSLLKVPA
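System: RBBP9 protein | Quantity: 2.5 µM RBBP9 dispensing solution, before mixing | Reagent: FP-Rh probe, 375 nM dispensing solution | Timing: Enzyme-compound preincubation 30 min, then probe labeling 45 min, 25 °C | Measured by: Fluorescence polarization | Read-out: % inhibition | Replication: One well per compound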
S1P4 ag: agonists of human S1P4 receptor | AID 1509 | 0.35% of 220,000 active | activation, % at 4.98 µM | S1P4-expressing cell line, agonist reporter assay; in the data active = activation above about 11%;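 note: 0% = DMSO vehicle and 100% = reference agonist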
NPY1 pot ag: human NPY-Y1 potentiation or agonism, primary screen; 0.37% of 220,000 active; P25929; NPY-Y1 expressing cells, potentiator/agonist activation; activation, % at 3.6 µM; in the data active = activation above about 33%, passing the limit was not always enough;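 note: cells stimulated with NPY at EC10 then isoproterenol at EC100; 0% = low agonist plus stimulus and 100% = saturating agonist plus stimulus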
NPY Y1 blocker: blocks the human neuropeptide Y Y1 receptor. P25929. HEK293-CNG Y1 cells, membrane potential fluorescence; NPY at EC95, then isoproterenol. inhibition, % at 3.6 µM. 1% of 200,000 active. AID 1040;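 active = inhibition above the campaign mean inhibition of all tested compounds plus 3 SD, cut at about 20% in these data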;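 note: 0% = DMSO wells given NPY plus isoproterenol and 100% = isoproterenol alone without NPY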
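Assay system: HEK293 cells with Y1 receptor plus CNG channel | Probe or stimulus: NPY (25 nM), isoproterenol (1 µM), Ro 20-1724 (25 µM) | Timing: Compound incubation 1 h at room temperature, readout 45 min post-stimulation | Measured by: Membrane-potential fluorescent dye readout | Benchmarks: High control isoproterenol alone, low control NPY with isoproterenol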
BaF3 tox: reduces parental Ba/F3 cell viability, JAK2V617F counter-screen; inhibition, % at 5.6 µM; CellTiter-Glo ATP luminescence; 1.1% of 220,000 active;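 active = inhibition above a per-campaign cutoff, the mean inhibition of all tested compounds plus 3 SD, cut at about 27% in these data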;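 note: 0% = DMSO wells and 100% = JAK Inhibitor I control wells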
Ba/F3 V617F tox: loss of viability in JAK2V617F-driven Ba/F3 cells. Ba/F3 EpoR-JAK2V617F viability, ATP luminescence. inhibition, % at 5.6 µM. 1.1% of 220,000 active. AID 1446;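 active = inhibition above the campaign mean plus 3 SD over all tested compounds, cut at about 24% in these data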;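 note: cytokine-independent growth of Ba/F3 cells driven by EpoR plus mutant JAK2; 0% = DMSO-treated cells and 100% = JAK inhibitor I control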
* hit, by the source's call; · = not tested or not shown.

SMILES	Runt-CBFb FRET	NPY2 pot ag	S1P4 antag	RBBP9 inhibitor	S1P4 ag	NPY1 pot ag	NPY Y1 blocker	BaF3 tox	Ba/F3 V617F tox
O=C(Nc1ccc2ccccc2c1)/C(=C\c1ccc2c(c1)OCO2)NC(=O)c1ccco1	0	17	-9	0	3.4	7	6	4	-3
Cc1ccc(NC(=O)CN2C(=O)C3CCCCN3C(=O)c3ccccc32)cc1 (configuration not stated)	2	12	-4	0	-0.8	-24	4	3	0
Cc1ccc(SCc2nc3ncccn3c2Br)cc1	2	-3	13	4	-2.1	7	·	-1	-5
O=S(=O)(c1cccc(NC(=S)N2CCN(c3ccc(F)cc3)CC2)c1)C(F)F	2	9	-7	-8	2.5	9	-10	8	2
c1cncc(CSc2nnc3ccc(-c4ccncc4)nn23)c1	-1	8	-2	2	1.1	13	0	2	-1
O=C1c2ccccc2S(=O)(=O)N1CC(O)COc1ccc(Br)cc1 (configuration not stated)	-1	-1	-7	-9	0.0	6	6	1	-4
N#Cc1ccc(CSCC(=O)O)cc1	0	-13	-2	3	1.4	-3	-4	1	-2
FC(F)(F)c1cccc(NC(=S)NNC(=S)NCc2ccccc2)c1	4	-22	-6	0	1.0	-25	13	3	-4
O=C(N/N=C/c1ccc(O)cc1)/C(=C/c1ccccc1)CCO	2	-2	1	-3	0.6	-7	-4	6	-1
COC(=O)c1nn(-c2ccccc2)c(Cl)c1/C=N/OCc1ccc(Cl)cc1Cl	1	-9	-15	-5	1.4	1	1	0	3
CCCn1c(=O)c(C(=O)N/N=C/c2ccc(F)cc2)c(O)c2ccccc21	-4	-1	-22	0	0.0	12	·	3	-2
CCC(Oc1ccccc1)C(=O)N1CC(C)CC(C)C1 (configuration not stated)	-1	11	-5	1	-1.8	-5	-3	1	-2
O=C(c1cc2ccccc2o1)n1nnc2ccccc21	0	8	-11	-6	0.5	3	-1	7	0
CCCC(=O)C1=C(O)C(C(=O)OC)C(C)(C)CC1=Nc1ccc(N)cc1 (configuration not stated)	-2	-9	-4	1	-1.3	4	-4	9	4
COC(C(=O)Nc1ccc(Cl)cc1C)c1ccccc1 (configuration not stated)	-2	16	1	-8	1.7	3	6	1	-5
COc1ccc(Br)cc1/C=N/NC(=O)c1cc(Br)ccc1O	-2	6	-10	-9	1.9	10	-3	2	-1
CCOC(=O)c1[nH]c2ccc(OC)cc2c1NC(=S)N1CCN(c2ccccn2)CC1	1	5	-17	-6	0.9	-4	-7	3	5
O=C(Nc1ccc(OC(F)(F)C(F)F)c(NC(=O)c2cccc(F)c2)c1)c1cccc(F)c1	-2	-1	-11	-5	-0.4	-12	7	2	3
CCOC(=O)N1CCC(NS(=O)(=O)c2ccc3c(c2)C(C)(C)C(=O)N3C)CC1	-1	-2	3	-5	-0.9	6	6	1	5
Cn1c(Cn2c(=O)sc3ccccc32)nnc1SCC(=O)NCc1ccccc1Cl	2	2	-7	-3	-3.7	-13	0	-2	-3
Cn1c(=O)c(Oc2ccc(Cl)cc2)c(O)c2ccccc21	3	4	-34	-3	-0.3	-11	-6	6	1
CC(C)n1c(O)c(N=Nc2ccc(Cl)nn2)c2ccccc21	-8	-9	-10	5	0.0	-4	0	4	-2
O=C(O)C1(c2cccc(Cl)c2)CCC1	0	11	-7	-5	1.0	-13	1	5	-4
Nc1nc(Cl)cc(Sc2ccc3ccccc3c2)n1	-1	-15	-2	-8	-0.6	-2	6	1	4
O=C(COC(=O)c1ccccn1)Nc1ccccc1Cl	1	8	-12	-2	1.8	2	-5	6	1

Sorted by count of non-hydrogen atoms (lowest first): three of the compounds above
SMILES	Runt-CBFb FRET	NPY2 pot ag	S1P4 antag	RBBP9 inhibitor	S1P4 ag	NPY1 pot ag	NPY Y1 blocker	BaF3 tox	Ba/F3 V617F tox
O=C(c1cc2ccccc2o1)n1nnc2ccccc21	0	8	-11	-6	0.5	3	-1	7	0
CC(C)n1c(O)c(N=Nc2ccc(Cl)nn2)c2ccccc21	-8	-9	-10	5	0.0	-4	0	4	-2
CCCC(=O)C1=C(O)C(C(=O)OC)C(C)(C)CC1=Nc1ccc(N)cc1 (configuration not stated)	-2	-9	-4	1	-1.3	4	-4	9	4

Next part.
SMILES	Runt-CBFb FRET	NPY2 pot ag	S1P4 antag	RBBP9 inhibitor	S1P4 ag	NPY1 pot ag	NPY Y1 blocker	BaF3 tox	Ba/F3 V617F tox
CCC1(C)Cc2c(sc3nc(SC)n(Cc4ccccc4)c(=O)c23)CO1 (configuration not stated)	-4	-7	4	-5	-2.2	-30	-2	4	-1
CCOC(=O)c1cc2occc2n1CC(=O)N1CCCc2ccccc21	-1	-3	2	8	-0.5	13	-2	2	-1
O=C(CSc1nnc(-c2cccc(S(=O)(=O)N3CCOCC3)c2)n1C1CCCCCC1)NCc1ccccc1	-3	-17	0	-5	4.5	13	1	9	3
CCN1CNC(=S)N(c2ccccc2C)C1	0	11	0	8	-0.3	-13	·	1	-6
CC(=O)c1cccc(NC(=O)Cn2nc(-c3ccc(Cl)cc3)ccc2=O)c1	-4	-5	-3	-9	0.8	15	7	2	0
CC(=O)Nc1ccc(S(=O)(=O)NCC(=O)OCc2cc(=O)oc3ccc4ccccc4c23)cc1	-3	-7	-13	-11	0.0	-1	-2	7	0
COCCOCCn1c(CCCO)nc2ccccc21	1	0	-2	-2	0.6	-6	7	3	0
N#Cc1ccccc1Sc1ccccc1C(=O)Nc1ccc2ccccc2c1	3	2	8	-24	-2.6	-29	7	-2	-3
CCOC(=O)CC(NC(=O)Cn1nnc(-c2ccccc2Cl)n1)c1ccc(OC)cc1 (configuration not stated)	-1	5	0	2	-0.6	-9	-4	6	-2
Nc1nc2c(c(=O)[nH]1)C(c1cccc3ccccc13)C1=C(N2)c2ccccc2C1=O (configuration not stated)	3	13	-16	-2	0.7	15	-1	4	0
COc1ccccc1NC(=O)CCN1CCN(Cc2ccccc2)CC1	1	-1	8	0	0.6	6	6	5	-4
CS(=O)(=O)N1CCc2cc(S(=O)(=O)Nc3ccc4oc5c(c4c3)CCCC5)ccc21	1	0	-6	-26	0.4	-4	-1	2	-1
CCN(CC)C(=O)C1CCCN(Cc2nc(-c3cnccn3)no2)C1 (configuration not stated)	0	-6	-23	5	0.5	9	6	1	-1
Cc1cc2nc(-c3ccc(SCc4ccc(C(=O)O)cc4)nc3)[nH]c2cc1C	3	-11	-6	-13	2.7	-6	2	5	-1
Cn1ncc(Cl)c1C(=O)Nc1nc2ccc(Cl)cc2s1	36	9	18	-7	0.0	5	3	37*	-3
CCOC(=O)Cn1nc(C)cc1NC(=O)c1ccncc1	0	8	-9	-6	0.0	-1	5	1	-2
CS(=O)(=O)N1CCN(c2nc3ccccc3s2)CC1	1	-16	-2	-11	0.8	-13	-1	8	3
COc1ccc(CNC(=O)C(c2ccncc2)N(C(=O)Cc2cccs2)c2cccnc2)cc1 (configuration not stated)	1	-18	-11	2	0.1	14	·	-4	-1
Cc1cc(C)c(C(=O)CSc2n[nH]c(=O)n2C2CC2)cc1C	1	4	-16	-8	1.6	13	7	2	-1
Cc1ccc2nc(Cl)c(/C=N/Nc3ccc(C(=O)O)cc3)cc2c1	-11	-1	7	-12	0.8	4	·	0	10
CS(=O)(=O)N(CC(=O)NCCSCc1c(F)cccc1Cl)c1cccc([N+](=O)[O-])c1	-3	-13	-22	-6	0.4	14	1	9	3
CCC(C)c1ccc(NC(=S)NCc2cccs2)cc1 (configuration not stated)	-1	-3	-6	-11	0.6	-2	2	8	1
CCOC(=O)c1c(NC(=O)CSc2ncnc3ccccc23)sc(C)c1C	-5	-6	-20	-6	1.1	4	2	7	0
O=C(Cc1ccccc1)N/N=C/c1ccc(Cl)cc1Cl	-1	-15	-4	1	0.7	-7	2	4	-5
Cc1ccc(OCc2nnc(SCC(=O)c3ccccc3)n2Cc2ccco2)cc1	0	-7	-28	-5	1.8	-26	11	4	2

Further records.
SMILES	Runt-CBFb FRET	NPY2 pot ag	S1P4 antag	RBBP9 inhibitor	S1P4 ag	NPY1 pot ag	NPY Y1 blocker	BaF3 tox	Ba/F3 V617F tox
N#C/C(=C\c1cc(O)c(O)c(O)c1)C(N)=O	23	-13	-1	18*	0.4	15	·	-2	-2
CCOc1ccc(NC(=O)c2c3c(nc4ccccc24)CCC3)cc1	0	-30	-19	-3	1.4	-29	6	4	3
O=C(NC(=S)NCCc1ccccc1)C1CCCCC1	-3	1	10	-15	-1.8	-14	-3	8	3
Cc1ccc(S(=O)(=O)NNC(=O)C2COc3ccccc3O2)cc1 (configuration not stated)	-1	3	-15	-6	0.0	-23	2	6	-2
CSCc1nc2sc(C(=O)Nc3nc(C)cs3)c(C)c2c(=O)[nH]1	2	1	-4	-3	2.3	16	0	5	-2
CCOCCCN1CC(C(=O)NCCc2ccc(C)cc2)CC1=O (configuration not stated)	3	-6	-22	-2	1.1	-14	1	1	-3
CC(Oc1ccc(Cl)cc1)C(=O)NCCN1C(=O)S/C(=C\c2cccnc2)C1=O (configuration not stated)	-1	-1	0	-3	0.3	1	7	3	5
CC(C)Nc1nnc(SCC(=O)c2c(N)n(Cc3ccccc3)c(=O)n(C)c2=O)s1	·	-28	-4	4	-1.0	-9	-1	9	5
Cc1ccc(NC(=O)CSC2=C(C#N)C(c3ccco3)CC(=O)N2)cc1 (configuration not stated)	8	6	-1	-11	-1.5	-2	5	3	-4
COC(=O)c1ccc(NC(=O)c2cnc3scc(C)n3c2=O)cc1	0	-21	9	3	0.6	14	-1	0	-5
O=C(NCc1ccco1)c1ccc2ccccc2c1	0	-6	8	-3	0.6	10	1	7	2
COc1ccc(NC(=O)c2cccnc2N2CCOCC2)cc1	1	-3	13	-11	1.7	-10	10	-1	1
COC(=O)c1sccc1NC(=S)N1CCCCC1C (configuration not stated)	-1	3	-6	1	-2.0	28	4	1	1
CCOC(=O)CNC(=O)N1CCCC(C(=O)c2cccc(Cl)c2)C1 (configuration not stated)	·	-8	-12	-10	0.1	-1	3	2	-1
C=CCOC(=O)C1=C[C@H](c2cn(C(C)=O)c3ccccc23)[C@@H](CCCO)[C@H](OCC)O1	-5	-15	-4	5	-0.2	0	0	1	-4
COc1ccc(N(C(=O)CNC(=O)c2ccco2)C(C(=O)NC2CCCC2)c2ccncc2)cc1 (configuration not stated)	2	-4	-19	-7	0.4	8	9	4	-4
Cc1ccc2sc(N(CCCN(C)C)C(=O)c3ccc(S(=O)(=O)N(C)C)cc3)nc2c1C	0	-11	-2	-6	0.8	11	8	9	3
Cc1cccc(NC(=O)C2CCCN2C(=O)OCC(C)C)c1C (configuration not stated)	-2	6	1	-7	1.2	-1	3	-2	-2
CC(C1CC1)N(Cc1ccccc1)C(=S)Nc1cccc(C(F)(F)F)c1 (configuration not stated)	2	-6	-3	-9	1.2	6	-1	2	-3
C=CCn1c(SCC(=O)Nc2cc(C)ccc2OC)nnc1-c1ccco1	-1	2	-5	1	-1.0	7	6	-1	-1
COc1ccc(C2Nc3ccccc3C(=O)N2c2ccc(C)cc2)cc1COc1ccccn1 (configuration not stated)	3	2	-8	-5	0.6	-9	0	5	0
